SMN2 splice enh: enhancers of SMN2 splice variant expression; HEK293 SMN2-luciferase splicing reporter, luminescence, 30-36 h; Potency, µM (highest dose often 46.1 µM), inactives show top-dose activity change, positive = activation, actives largely listed as activators; 2.8% of 210,000 active; AID 1458; also: % of control where 0% means no effect; nearly all actives have a fitted effect of over 55% in size
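HEK293 cells carry an SMN2 […]–luciferase reporter in which exon 7 inclusion puts luciferase in frame. Cells were plated 10-12 h before compound addition, then incubated 30-36 h at 37C. ONE-Glo luminescence was read; sodium butyrate at 4.5 mM final served as control.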
HttQ103 aggreg: inhibitors of mutant huntingtin aggregate formation in PC12 cells | PC12 HttQ103-GFP aggregates, Acumen cytometry, 40 h | Potency, µM (titrated, usually from 46.1 µM), for inactives: at the top dose activity change, negative = inhibition, hits mostly inhibitors | 1.1% of 220,000 active | AID 1688; also: % is scaled to controls: 0 for no effect and ±100 for the full control effect; nearly all actives have a fitted effect of over 60% in size
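Aggregate formation scored by laser-scanning cytometer (488 excitation, 500–530 emission) in lysed PC12 cells expressing Q103-GFP after 100 nM tebufenozide induction; library tested in dose series, with ATPLite reagent added in the multiplex.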
Tau fluor counter: counter-screen for tau fibril formation inhibitors; tau K18 P301L Alexa594 fluorescence, heparin fibrillization; Potency, µM (highest dose often 57.7 µM), for the others: at the highest dose activity change, negative = decrease; 0.93% of 280,000 active; AID 1463; also: % is scaled to controls: 0 for no effect and ±100 for the full control effect; nearly all actives have a fitted effect of over 55% in size
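Human tau K18 P301L (15 uM unlabeled, 0.24 uM Alexa 594-labeled) in 100 mM sodium acetate pH 7 with 20 uM heparin, 6 hr at 37 C. ThT 30 uM added, 1 hr ambient; Alexa 594 FP and total fluorescence read at 555/632 nm.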
Tau fibril FP: blocks human tau fibril formation measured by polarization. P10636. 0.39% of 280,000 active. AID 1468. Potency, µM (top dose mostly 57.7 µM), inactives show at the highest dose activity, negative = inhibition, usual class: inhibitors. K18 P301L tau heparin fibrillization, Alexa594 FP, 6 h; also: % is scaled to controls: 0 for no effect and ±100 for the full control effect; nearly all actives have a fitted effect of over 55% in size
Target sequence (P10636 561-689 P618L limits assumed): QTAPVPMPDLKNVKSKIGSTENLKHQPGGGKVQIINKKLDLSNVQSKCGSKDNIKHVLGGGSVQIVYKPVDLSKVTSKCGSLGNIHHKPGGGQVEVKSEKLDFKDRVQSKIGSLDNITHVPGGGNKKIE
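FP of Alexa 594-tau after heparin (20 uM) induction. Substrate: human K18 P301L, 15 uM unlabeled, 0.24 uM labeled. Buffer 100 mM sodium acetate pH 7. 6 hr, 37 C.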
Tau ThT inhib: blocks human tau fibril formation measured by thioflavin T | recombinant tau K18 P301L, heparin-induced fibrillization, ThT fluorescence | P10636 | 2.1% of 270,000 active | AID 1460 | Potency, µM (titrated, usually from 57.4 µM), inactives show at the highest dose activity, negative = inhibition, actives largely listed as inhibitors; also: % is scaled to controls: 0 for no effect and ±100 for the full control effect; nearly all actives have a fitted effect of over 55% in size
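Fibril formation assay: tau K18 P301L at 15 uM with trace Alexa 594 label, heparin inducer 20 uM, pH 7 sodium acetate buffer, 37 C for 6 hr; endpoint ThT signal.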
KDM4E inh: JMJD2E (human) inhibition. B2RXH2. 1.6% of 230,000 active. JMJD2E catalytic domain, FDH-coupled NADH fluorescence (FDH is formaldehyde dehydrogenase). AID 2147. Potency, µM (doses to about 57.1 µM), for inactives: top-dose activity change, negative = inhibition, actives largely listed as inhibitors; active = well fitted inhibition curve with a large enough effect, not every such curve was filed as active; inconclusive = small, poorly fitted or top-dose-only effect, or another doubt; inactive = no such curve, though single readings can be large or run the other way;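 also: 0% = wells with enzyme and -100% = buffer wells without enzyme; nearly all actives have a fitted effect of over 50% in size; many of its hits are not listed in these tables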
Target sequence (B2RXH2 1-337 limits assumed): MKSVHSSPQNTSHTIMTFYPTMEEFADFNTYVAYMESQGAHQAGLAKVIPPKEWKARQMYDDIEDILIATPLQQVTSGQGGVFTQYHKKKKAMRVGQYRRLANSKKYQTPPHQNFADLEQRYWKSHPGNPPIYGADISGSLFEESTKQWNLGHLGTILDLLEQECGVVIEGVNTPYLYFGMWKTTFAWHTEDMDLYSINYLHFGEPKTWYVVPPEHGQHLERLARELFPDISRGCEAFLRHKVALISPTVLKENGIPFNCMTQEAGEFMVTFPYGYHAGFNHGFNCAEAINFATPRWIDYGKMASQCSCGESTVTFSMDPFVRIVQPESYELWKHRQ
ALDH1A1 inh: ALDH1A1 (human) enzyme inhibition; P00352; Purified ALDH1A1, NADH fluorescence, propionaldehyde substrate; Potency, µM (doses to about 75.3 µM), inactives show top-dose activity, negative = inhibition, hits mostly inhibitors; 7.3% of 220,000 active; AID 1030; active = well fitted inhibition curve with a large enough effect, not every such curve was filed as active; inconclusive = small, poorly fitted or top-dose-only effect, or another doubt; inactive = no such curve, though single readings can be large or run the other way;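 also: plate controls were no enzyme wells and a reference inhibitor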
Target sequence (P00352 whole entry, looked up): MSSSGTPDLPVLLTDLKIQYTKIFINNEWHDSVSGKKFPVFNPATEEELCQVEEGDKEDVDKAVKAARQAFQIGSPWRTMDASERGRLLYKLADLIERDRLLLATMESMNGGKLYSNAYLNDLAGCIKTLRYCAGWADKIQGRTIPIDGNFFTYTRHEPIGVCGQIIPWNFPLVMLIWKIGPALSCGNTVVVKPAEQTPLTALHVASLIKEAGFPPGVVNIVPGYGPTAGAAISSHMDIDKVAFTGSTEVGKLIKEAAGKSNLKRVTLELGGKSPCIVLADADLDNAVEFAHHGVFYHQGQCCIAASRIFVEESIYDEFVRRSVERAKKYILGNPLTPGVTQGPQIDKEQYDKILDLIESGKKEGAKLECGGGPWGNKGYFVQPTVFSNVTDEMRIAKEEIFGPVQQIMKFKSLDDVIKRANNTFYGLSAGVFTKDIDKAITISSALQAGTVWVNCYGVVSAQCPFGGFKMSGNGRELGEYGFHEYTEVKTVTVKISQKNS
HTT cytoprotect: cytoprotection in Huntington HTT-Q103 PC12 cell model; PC12 HTT-Q103 induced, cytoprotection, ATP luminescence, 40 h; Potency, µM (titrated, usually from 56.4 µM), without a hit: cytoprotection (ATP increase), actives largely listed as activators; 0.14% of 230,000 active; AID 1471;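 also: % of control where 0% means no effect; nearly all actives have a fitted effect of over 45% in size; toxic huntingtin expression switched on by the ecdysone agonist tebufenozide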
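Stable PC12 Q103-GFP cells in serum-supplemented, phenol red-free DMEM; induction by tebufenozide at 100 nM final; compound dose series; cell viability quantified luminescently from ATP.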
* hit, by the source's call; u = inconclusive; x = not tested or not shown; [ ] = remark or other dose. Unless noted, calls follow the shape of the dose curve; as a rule, active = well fitted curve in the direction sought with a large enough effect; inconclusive = small, poorly fitted or top-dose-only effect, or another doubt; inactive = no such curve, though single readings can be large; an effect the other way counts as inactive or inconclusive. Potency is read from the fitted curve at half-maximal effect.

SMILES	SMN2 splice enh	HttQ103 aggreg	Tau fluor counter	Tau fibril FP	Tau ThT inhib	KDM4E inh	ALDH1A1 inh	HTT cytoprotect
C/C(Nc1ccccc1)=C(/C#N)C(N)=O	-5%	-25%	-6%	-8%	1%	-14%	1%	13%[10 µM]
COc1ccc2c(c1)c(=O)oc1cc(OCC(=O)NC3CC3)ccc12	u	-2%	0%	1%	u	u	u	3%
COc1cc(/C=C/C(=O)Nc2ccncc2)cc(OC)c1OC	-39%[inhibitor]	u	-14%	-6%	-17%	u	u	7%[10 µM]
Cc1ccc2nc(NC(=O)CCn3cccc3)sc2c1	u	-11%	-9%	-11%	-4%	9%	12%	-12%[10 µM]
CN=CC1=C(O)CC(C)(C)CC1=O	1%	20%	0%	0%	-3%	-1%	0%	-16%[0.074 µM]
COc1ccc(NC(=O)C2CCCN(S(=O)(=O)c3cnc[nH]3)C2)cc1 (stereo unspecified)	1%	13%	-14%	u	-11%	-1%	21%	-5%
CCCC(C)C(=O)OCC(=O)Nc1ccc(Br)cc1 (stereo unspecified)	-6%	11%	-19%	-9%	-7%	-3%	11µM*	-42%[inhibitor]
CCCC1=C(C(=O)OCC)C(c2ccccc2OC)NC(=O)N1 (stereo unspecified)	-9%	-8%	-5%	-4%	-2%	-2%	1%	4%
COc1cc(NC(=O)COC(=O)/C=C/c2ccc(Cl)cc2Cl)cc(OC)c1	6%	7%	-23%	u	-2%	3%	4%	-30%[10 µM]
N#CCSc1nc2cc(C(=O)N3CCC(C(N)=O)CC3)ccc2c2nc3ccccc3n12	-8%	-28%	-5%	-14%	-15%	-18%	28µM*	-29%
CCNC(=O)c1ccccc1NC(=O)c1cccc(S(=O)(=O)N2CCC(C)CC2)c1	-7%	-33%	-29%	-8%	7%	u	u	-5%
CN(CC(=O)Nc1ccc(S(=O)(=O)N2CCCC2)cc1)Cc1c(F)cccc1Cl	-32%[inhibitor]	u	-24%	7%	u	2%	u	-40%[inhibitor]
Cc1csc2nc(CCNS(=O)(=O)c3cccs3)cn12	15%	7%	-9%	2%	-11%	5%	2%	8%
COc1ccc(CNc2ccc(C)c(C)c2)c(OC)c1OC	-43%[inhibitor]	-17%	-20%	9%	-11%	-5%	13µM*	-34%[inhibitor]
CCC(=O)Nc1cccc(NC(=O)CSc2nnc(C3CC3)n2C)c1	0%	-8%	0%	-2%	-4%	-2%	8%	-9%[10 µM]
O=c1ccnc(Sc2ncccc2[N+](=O)[O-])[nH]1	5%	20%	-3%	-2%	-11%	2%	u	-2%[10 µM]
Cc1ccc(C(=O)N/N=C/c2cc(C)n(-c3ccc(Br)cc3)c2C)cc1[N+](=O)[O-]	-28%	16%	-10%	4%	-1%	4%	10µM*	8%
COc1ccc(Br)cc1CN(C)CC(=O)Nc1c(Cl)ccc(C)c1Cl	x	4%	-10%	8%	u	-2%	3%	1%[10 µM]
Cc1cccc2cc(CN(CCN3CCCC3)C(=O)NC3CCCCC3)c(=O)[nH]c12	0%	-1%	9%	1%	-3%	u	5%	2%
NS(=O)(=O)c1cccc(NC(=O)COC(=O)C2CCCCC2)c1	10%	4%	-4%	-7%	1%	-1%	-4%	-15%
CC(C)NS(=O)(=O)c1ccc(CCC(=O)O)cc1	-1%	1%	-9%	1%	-16%	10%	13%	-30%[0.074 µM]
CCOCCNC(=O)c1ccc2c3c(cccc13)CC2	-9%	-9%	-12%	3%	-4%	u	u	2%[10 µM]
CN1CCN(c2ccccc2NC(=O)c2ccc(OCc3ccccc3)cc2)CC1	0%	3%	-14%	0%	-12%	5%	3%	10%[1.9 µM]
COC(=O)c1c(C)nc2c(c(SC)nn2-c2ccccc2)c1N	-13%	u	3%	4%	-1%	1%	u	-91%[inhibitor][10 µM]

Limited to KDM4E inh, for some of the entries so far:
SMILES	KDM4E inh
O=c1ccnc(Sc2ncccc2[N+](=O)[O-])[nH]1	2%
Cc1ccc(C(=O)N/N=C/c2cc(C)n(-c3ccc(Br)cc3)c2C)cc1[N+](=O)[O-]	4%

(next part)
SMILES	SMN2 splice enh	HttQ103 aggreg	Tau fluor counter	Tau fibril FP	Tau ThT inhib	KDM4E inh	ALDH1A1 inh	HTT cytoprotect
CCCn1c(=O)c(/C(N)=N/O)nn(-c2cccc(C(F)(F)F)c2)c1=O	x	7%[9.22 µM]	-7%	-9%	0%	-9%	4%	8%[10 µM]
O=C(NCCc1ccc(Cl)cc1)c1ccc2c(c1)N(Cc1ccc(F)cc1Cl)C(=O)CS2	8%	x	-26%	u	-1%	x	x	x
O=C(CSc1ncnc2c1cnn2CCc1ccccc1)Nc1ccc(F)cc1	12%	15%	-24%	-4%	-13%	-3%	14%	-12%
COc1ccc(-c2cc(C(=O)Nc3ccc(C(N)=O)cc3)c3ccccc3n2)cc1OC	u	8%	u	3%	-16%	u	u	-58%[inhibitor]
O=C(NCc1cccc2ccccc12)Nc1ccccc1	17%	-23%	-27%	u	-7%	10%	1%	-9%[10 µM]
NC(=S)NC(=O)/C=C/c1ccccc1	10%	u	-4%	5%	-12%	13%	4%	-17%
CCOC(=O)C(=O)Nc1ccccc1C(=O)NCc1ccccc1	-21%	1%	1%	-2%	8%	-2%	-7%	-4%
CCCN(CCC)CCNC(=O)CN1C(=O)COc2ccc(S(=O)(=O)N3CCC(C)CC3)cc21	1%	x	-9%	-4%	-3%	x	x	x
Cc1ccc(/C=C(\NC(=O)c2ccc(C)cc2)c2nc(=S)[nH][nH]2)cc1	1%	4%	u	-6%	u	-16%	0%	-44%[inhibitor]
Cc1c(NC(=O)c2ccccc2NS(=O)(=O)c2ccc(F)cc2)c(=O)n(-c2ccccc2)n1C	-22%	6%	-2%	-5%	1%	-2%	-9%	12%
C=COCCNC(=S)Nc1ccccc1	x	-7%[9.22 µM]	-10%	-11%[2.34 µM]	-10%	0%	1%	8%[10 µM]
CCOC(=O)C1=C(C)NC(=O)NC1c1cn(-c2ccccc2)nc1-c1ccc(OC(C)C)cc1 (stereo unspecified)	-17%	x	u	-10%	-13%	x	x	x
CC(=O)Nc1cccc(OCCCNC(=O)c2ccc(C(C)(C)C)cc2)c1	x	14%[9.22 µM]	-19%	-11%	u	-3%	x	-15%[10 µM]
Cc1nnc(SCC(=O)N2c3ccccc3CC2C)[nH]c1=O (stereo unspecified)	-5%	-8%	0%	1%	-2%	-8%	11µM*	18%[10 µM]
Cc1ccc(S(=O)(=O)N2CCOCC2)cc1C(=O)N(C)CCOc1ccc(Cl)cc1	x	36%[9.22 µM]	-17%	11%	-17%	-7%	x	-15%[10 µM]
CCn1cc2nc(SCC(=O)Nc3ccc(OC)c(Cl)c3)n(Cc3ccc(OC)cc3)c(=O)c2n1	5%	x	-19%	-11%	9%	x	x	x
CCc1ccc2[nH]c(=O)c(CN(Cc3ccc4c(c3)OCO4)Cc3nnnn3C3CCCC3)cc2c1	-24%	u	-2%	14%	-2%	u	u	-28%[10 µM]
CS(=O)(=O)N(CC(=O)NCc1ccc2c(c1)OCO2)Cc1ccc(Cl)cc1	-16%	-9%	-10%	4%	-9%	-1%	-2%	11%[10 µM]
O=C(NCCO)c1cccc2c1-c1ccccc1C2=O	14%	-11%	2%	1%	3%	-21%	1%	x
COc1ccc(-c2cc(C#N)nc(N3CCN(C)CC3)n2)cc1	-51%	-4%	9%	5%	7%	u	-3%	x
CO[C@@H]1COC(=O)C/C=C\[C@H](C)COC(=O)[C@H](Cc2ccccc2)NC(=O)C/C=C\[C@H]1C	x	x	-8%[11.6 µM]	-10%[11.6 µM]	-8%[11.5 µM]	x	-6%[13.5 µM]	7%[10 µM]
COc1ccc(OCC(O)CN2CCCCC2)cc1 (stereo unspecified)	-4%	14%	-4%	-1%	-2%	11%	-7%	-13%
Cc1noc(C)c1CSc1nnc(-c2ccccc2)o1	9%	-6%	-5%	-4%	-1%	1%	-3%	4%[10 µM]
COc1cccc(Cn2cnc3c(NS(=O)(=O)c4ccc(Cl)cc4)c(C)c(C)cc32)c1	16%	-17%	-1%	6%	6%	4%	7%	6%[10 µM]
O=C(O)c1cscn1	15%	14%	7%	-5%	12%	u	-12%	13%[10 µM]
COc1ccc(/C=N/Nc2snc(SC)c2C#N)cc1OC	u	-7%	11µM*[quencher]	u	14µM*	x	u	-24%
COc1ccc(C2C(C#N)=C(N)N(c3ccccc3)C3=C2C(=O)CCC3)cc1Cn1cc([N+](=O)[O-])cn1 (stereo unspecified)	6%	-14%	-12%	6%	-12%	-6%	-5%	u
COc1ccc(-c2nc3c(c4c2CC(C)OC4)CN(CCC(C)C)CC3)cc1 (stereo unspecified)	x	x	-8%[11.6 µM]	1%[11.6 µM]	-10%[11.5 µM]	x	-10%[13.5 µM]	-14%[10 µM]
C#CCSc1nc(N)c2c(n1)OC(N)=C(C#N)C2c1cccnc1 (stereo unspecified)	-1%	21%	-3%	-9%	-3%	-5%	11%	x
COc1ccc(S(=O)(=O)N2CCc3cc(OC)c(OC)cc3C2)cc1	x	-8%[9.22 µM]	-18%	2%	x	4%	x	-10%[10 µM]
Cc1ccc(C)c(-n2c(CNc3ccc(F)cc3)nnc2SCC(N)=O)c1	-8%	1%	-2%	8%	0%	0%	2%	-1%[10 µM]
O=Cc1cn(-c2ccc(F)cc2)c2ccccc12	-10%	-18%	-8%	-8%	-12%	-9%	2µM*	-5%[10 µM]
CN(C(=O)COC(=O)c1cc(S(=O)(=O)N2CCCCC2)ccc1N1CCOCC1)C1CCS(=O)(=O)C1 (stereo unspecified)	x	-33%[9.22 µM]	-23%	-5%	x	2%	x	-5%[10 µM]
COc1cc2oc(=O)c(CC(=O)NCCc3ccccc3F)c(C)c2cc1OC	3%	x	-2%	-7%	-10%	x	x	x
CN1CCN(C=NC2=NN(c3cccc(C(F)(F)F)c3)CC2)CC1	-1%	13%	-25%	-1%	u	-12%	11%	-6%[10 µM]
CC1CC(C)CN(C(=O)COC(=O)c2ccc[nH]c2=O)C1 (stereo unspecified)	11%	27%	-4%	0%	-1%	4%	12%	6%

Source: PubChem BioAssay (National Center for Advancing Translational Sciences (NCATS))

Not all compounds are listed. The share of hits here may be higher or lower than overall.
